Source: PubChem BioAssay (several laboratories)
TbMetRS inhib: blocks T. brucei methionyl-tRNA synthetase activity. purified T. brucei MetRS, ATP depletion, Kinase-Glo luminescence. inhibition, % at 11.9 µM. 360,000 compounds, 0.4% hits. AID 624268;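 active = inhibition above a per-plate cutoff of the control wells' mean inhibition plus 3 SD, cut at about 5.5% in these data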;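 note: 0% = DMSO wells median and 100% = median of wells with control inhibitor compound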
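Test system – parasite MetRS enzyme · Reagent – substrates ATP, L-methionine and bulk Escherichia coli tRNA · Doses – 11.9 µM compound single dose, 0.9% DMSO · Times – 15 min enzyme-compound preincubation, 2 h reaction, 10 min detection, 25 °C · Signal – Kinase-Glo luminescence, ATP depletion format · Controls – DMSO-only wells as low control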
Scp-1 inhibitor: Scp-1 (human) phosphatase inhibition. 340,000 compounds, 0.88% hits. Recombinant Scp1, phosphopeptide, malachite green phosphate absorbance. Q9GZU7. inhibition, % at 20 µM;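 active = inhibition above about 50% at 20 µM, limit read from the data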;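 note: plate controls were DMSO wells with enzyme for no effect and wells lacking enzyme for full effect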
Target sequence (Q9GZU7 76-261 limits assumed): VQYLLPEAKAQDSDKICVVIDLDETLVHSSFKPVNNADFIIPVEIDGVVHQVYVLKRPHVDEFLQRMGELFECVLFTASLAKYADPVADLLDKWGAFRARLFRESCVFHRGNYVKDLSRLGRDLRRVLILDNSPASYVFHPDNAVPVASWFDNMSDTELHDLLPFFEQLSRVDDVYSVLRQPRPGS
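Test system: SCP-1 catalytic domain; Buffer or medium: Acidic Tris acetate buffer with magnesium and detergent; Also added: Phosphorylated 17-residue peptide substrate; Compound: single 20 µM dose, 1% DMSO; Schedule: enzyme reaction 45 min at room temperature, colour 5 min, stabilisation 30 min; Signal: Phosphate-binding colour reagent, absorbance read at 630 nm.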
SUMO1 PPI mod: modulators of human SUMO1-mediated protein-protein interactions; inhibition, % at 20 µM; SUMO1 binding to a labelled peptide, TR-FRET, 1 h; P63165; 360,000 compounds, 0.33% hits; in the data active = inhibition above about 37%
Target sequence (P63165 whole entry, looked up): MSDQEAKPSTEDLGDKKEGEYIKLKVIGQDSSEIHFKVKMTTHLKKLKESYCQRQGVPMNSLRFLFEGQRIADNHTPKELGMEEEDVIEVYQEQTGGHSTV
Rpn11 block: inhibitors of human proteasome Rpn11; AID 588493; calls only at 20 µM; 360,000 compounds, 0.59% hits; human 26S proteasome, Ub4-pepOG fluorescence polarization; 20S core pre-blocked with epoxomicin; O00487;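 active = inhibition at 20 µM, scaled to each plate's controls, above about 33%, limit read from the data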
MsrA inh: inhibitors of bovine MsrA; 360,000 compounds, 0.75% hits; purified bovine MsrA, absorbance read-out; inhibition, % at 15.5 µM; in the data active = inhibition above about 4.5%;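 note: 0% = vehicle wells with enzyme and 100% = reference inhibitor wells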
CSN deneddyl inh: blocks human CSN-mediated cullin deneddylation; Purified CSN, SCF-Nedd8-OG deneddylation, fluorescence polarization; Q92905; 360,000 compounds, 0.38% hits; AID 651999; inhibition, % at 12.5 µM;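 active = pattern-corrected inhibition above about 35%, with an unprinted fluorescence ratio check between 0.5 and 1.5, limit read from the data, passing the limit was not always enough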;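 note: 0% = enzyme with substrate and 100% = substrate without enzyme; some results filed as inactive read as strong as hits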
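Assay system: HEK293T-derived human Csn5 enzyme; quantity: 0.24 nM enzyme; medium: Tris/NaCl/DTT buffer, pH 7.5; also added: substrate SCFSkp2-Nedd8OG, 10 nM; doses: 12.5 µM compound; schedule: 90 min reaction at room temperature; signal: FP; read-out: % inhibition of substrate cleavage by Csn5; benchmarks: substrate-only high control, full reaction low control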
LMPTP block: blocks human LMPTP phosphatase. P24666. recombinant LMPTP-A, OMFP fluorogenic substrate, fluorescence intensity. inhibition, % at 20 µM. 360,000 compounds, 0.22% hits;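 active = compounds that cut the enzyme signal by at least half of the control window in the single-dose screen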;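 note: plate controls were DMSO wells with enzyme plus substrate for no effect and substrate without enzyme for full effect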
Target sequence (P24666 whole entry, looked up): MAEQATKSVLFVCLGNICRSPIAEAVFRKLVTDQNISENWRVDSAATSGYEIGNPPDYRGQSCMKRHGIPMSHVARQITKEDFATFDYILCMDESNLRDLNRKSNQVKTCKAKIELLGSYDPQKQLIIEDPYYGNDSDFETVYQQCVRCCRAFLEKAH
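Buffer or medium: Bis-Tris pH 6.0, DTT, detergent; Assay system: LMPTP-A enzyme; Quantity: 0.625 nM enzyme; Detection: endpoint fluorescence intensity; Times: 50 min dark incubation at room temperature; Controls: substrate-only low control, DMSO enzyme-plus-substrate high control; Doses: single 20 µM dose; Read-out: percent inhibition versus substrate-only and uninhibited controls; Reagent: 400 µM OMFP.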
DNMT1 inh: DNMT1 (human) enzyme inhibition; DNMT1 molecular beacon, Hinp1I cleavage, fluorescence; inhibition (reported as % activation of signal), % at 10 µM; 360,000 compounds, 0.83% hits; in the data active = inhibition above about 50%
STEP inh: blocks human striatal-enriched tyrosine phosphatase; inhibition, % at 20 µM; recombinant STEP, OMFP fluorogenic substrate, fluorescence; P54829; 360,000 compounds, 0.25% hits;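 active = inhibition at 20 µM, scaled per plate between control wells, above about 37%, limit read from the data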;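 note: 0% = DMSO with enzyme and substrate and 100% = substrate only without enzyme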
Target sequence (P54829 whole entry, looked up): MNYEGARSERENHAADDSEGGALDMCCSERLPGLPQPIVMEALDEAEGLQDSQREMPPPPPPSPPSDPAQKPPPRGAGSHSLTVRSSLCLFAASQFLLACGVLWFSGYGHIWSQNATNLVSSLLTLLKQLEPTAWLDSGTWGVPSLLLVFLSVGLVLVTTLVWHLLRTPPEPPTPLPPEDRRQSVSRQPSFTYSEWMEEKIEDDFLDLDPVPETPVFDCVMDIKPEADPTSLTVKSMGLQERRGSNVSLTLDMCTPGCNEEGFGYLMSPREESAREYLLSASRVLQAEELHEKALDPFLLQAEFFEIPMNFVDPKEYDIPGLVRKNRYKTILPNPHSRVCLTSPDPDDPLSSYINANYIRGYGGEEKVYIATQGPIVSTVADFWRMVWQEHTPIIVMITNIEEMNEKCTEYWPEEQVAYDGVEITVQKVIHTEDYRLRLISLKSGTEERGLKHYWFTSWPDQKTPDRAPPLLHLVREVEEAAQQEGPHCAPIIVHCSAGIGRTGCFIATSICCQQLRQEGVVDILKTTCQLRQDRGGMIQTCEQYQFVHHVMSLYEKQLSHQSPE
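material = STEP tyrosine phosphatase | reagent = fluorogenic phosphatase substrate OMFP at 25 µM final | doses = single compound dose of 20 µM, 1% DMSO final | schedule = 20 min reaction, room temperature, in the dark | measured by = fluorescence, 480/540 nm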
NadD block: inhibitors of Staphylococcus aureus NadD; 360,000 compounds, 0.78% hits; purified NadD enzyme, colorimetric absorbance read-out; inhibition, % at 20 µM; in the data active = inhibition above about 26%; note: some compounds past the cut are filed as inactive
* marks the source's active call; other numbers are inactive results; i = inactive; / = no result given.

SMILES	TbMetRS inhib	Scp-1 inhibitor	SUMO1 PPI mod	Rpn11 block	MsrA inh	CSN deneddyl inh	LMPTP block	DNMT1 inh	STEP inh	NadD block
Cn1c(=O)[nH]c(=O)c2c1nc1n2CC(O)CN1c1ccccc1 (stereo not drawn)	-0.2	-9	1	i	0.4	-1	-0.3	-3	-1	-2
COc1cc(OC)nc(C(NC(=O)C2CCN(Cc3ccc(Oc4ccccc4)cc3)CC2)c2ccccc2C)n1 (stereo not drawn)	-0.1	/	-1	i	-0.6	5	0.6	-5	3	-2
COc1ccc(C(C[N+](=O)[O-])c2c(C)[nH]c3ccccc23)cc1OC (stereo not drawn)	-1.1	-6	1	i	-0.6	-7	0.5	-6	-3	-3
CC(=O)Nc1ccc(Oc2cc(C#N)c(C#N)cc2N2CCCCCC2)cc1	1.2	-6	-9	i	1.6	5	4.6	-10	4	-2
Cc1sc2nc(SCCN(C)C)n(-c3ccccc3)c(=O)c2c1-c1ccc(F)cc1	-0.2	6	-5	i	-1.8	-1	0.7	-2	-2	3
COc1cccc(C(=O)Nc2ccc3c(c2)OCO3)c1OC	-0.1	-2	2	i	-0.1	4	-1.0	1	0	-11
O=C(C1CC1)N1CCCC(c2ccc(Cl)cc2)=N1	0.2	-7	-2	i	1.6	-11	1.2	-3	4	0
CCOC(=O)CC1=NN(c2ccccc2)C(=O)/C1=C\c1ccc(N(C)C)cc1	-1.4	-4	-17	i	0.1	5	13	3	7	-5
Cc1ccc(Cl)cc1NC(=O)c1ccc(NC(=O)CCC(=O)O)cc1	-0.8	-7	1	i	-0.2	3	-0.7	1	-1	-5
Cc1cccc(N(CC(=O)N2CCCC2)S(C)(=O)=O)c1	-0.3	-6	0	i	0.1	2	-4.4	-2	-3	-1
Cn1c(SCc2cccc(F)c2)nnc1-c1ccncc1	-0.4	-10	0	i	0.4	2	0.5	1	1	1
COc1ccc(Cl)cc1NC(=O)CN(C)C(=O)c1cc(-c2ccncc2)nc2ccccc12	0.1	1	-3	i	0.1	1	0.7	-7	0	-3
COc1ccc(/C=C2\SC(=O)N(CC(=O)Nc3ccccc3O)C2=O)cc1OC	0.3	-16	-6	i	1.0	-3	0.9	-9	-3	-1
COc1cccc(C2C(C(=O)Nc3nc4ccccc4s3)=C(C)NC3=C2C(=O)CC(C)(C)C3)c1OC (stereo not drawn)	-1.5	4	-1	i	-0.1	-1	0.3	-10	-2	3
CCOC(=O)C1CCN(C(=O)c2cccc(NC(=O)C(CC)CC)c2)CC1	0.7	-3	3	i	-0.6	-3	-1.2	1	5	-5
Cc1ccc(NC(=O)CN2C(=O)NC3(CCCCCCC3)C2=O)cc1C	0.3	-6	5	i	-1.4	-5	-0.3	-3	3	-1
CC1CCN(Cc2nc3c(c(=O)n(C)c(=O)n3C)n2CCCc2ccccc2)CC1	-0.8	0	-2	i	0.6	2	-0.2	0	-2	3
COc1ccc(CCC(=O)Nc2ccc(S(=O)(=O)N3CCOCC3)cc2)cc1OC	-0.1	/	4	i	0.8	2	-1.3	11	-4	0
O=C(Nc1cccc(NC(=O)c2cccs2)c1)c1cccnc1	-0.3	-4	3	i	0.1	-2	0.8	-5	-1	-4
CCOc1ccccc1C(=O)N1CCCCC1C (stereo not drawn)	-0.1	-4	-1	i	-0.7	2	-2.3	0	-5	-4
CCOC(=O)CN1CC(C)(C)N(CC(=O)OCC)CC1(C)C	-0.4	2	-1	i	-0.8	-1	-0.7	-1	-5	-2
CCOC(=O)[C@]12CCCC=C1N(Cc1cccc3ccccc13)C(=O)[C@H](CC(=O)N1CCN(C(=O)C3CC3)CC1)C2	-0.7	/	4	/	-0.3	-5	-0.3	/	/	-4
CCN(c1ccc(OC)cc1)S(=O)(=O)c1ccc2c(c1)CCN2C(=O)CCC(=O)O	-0.6	5	0	i	-1.3	-3	-0.1	2	-1	0
CCOC(=O)C(C(=O)OCC)C(C(=O)OCC)N1CCOCC1 (stereo not drawn)	-0.5	-4	1	i	-0.3	1	-0.3	4	-1	4
CC(=O)Nc1ccc(S(=O)(=O)N/N=C/c2ccc(C)o2)cc1	-0.8	67*	-1	i	0.8	5	14	28	33	-3

Shown with two lines to a compound: part of the list above.
Values in the order – TbMetRS inhib, Scp-1 inhibitor, SUMO1 PPI mod, Rpn11 block, MsrA inh, CSN deneddyl inh, LMPTP block, DNMT1 inh, STEP inh, NadD block
- COc1ccc(C(C[N+](=O)[O-])c2c(C)[nH]c3ccccc23)cc1OC (stereo not drawn)
→ -1.1, -6, 1, i, -0.6, -7, 0.5, -6, -3, -3
- CC(=O)Nc1ccc(Oc2cc(C#N)c(C#N)cc2N2CCCCCC2)cc1
→ 1.2, -6, -9, i, 1.6, 5, 4.6, -10, 4, -2
- Cc1sc2nc(SCCN(C)C)n(-c3ccccc3)c(=O)c2c1-c1ccc(F)cc1
→ -0.2, 6, -5, i, -1.8, -1, 0.7, -2, -2, 3
- COc1cccc(C(=O)Nc2ccc3c(c2)OCO3)c1OC
→ -0.1, -2, 2, i, -0.1, 4, -1.0, 1, 0, -11
- O=C(C1CC1)N1CCCC(c2ccc(Cl)cc2)=N1
→ 0.2, -7, -2, i, 1.6, -11, 1.2, -3, 4, 0
- CCOC(=O)CC1=NN(c2ccccc2)C(=O)/C1=C\c1ccc(N(C)C)cc1
→ -1.4, -4, -17, i, 0.1, 5, 13, 3, 7, -5

Single entries from above:
Result of CCOC(=O)CN1CC(C)(C)N(CC(=O)OCC)CC1(C)C under STEP inh: -5
Result of CCOC(=O)[C@]12CCCC=C1N(Cc1cccc3ccccc13)C(=O)[C@H](CC(=O)N1CCN(C(=O)C3CC3)CC1)C2 under TbMetRS inhib: -0.7

Next section:
SMILES	TbMetRS inhib	Scp-1 inhibitor	SUMO1 PPI mod	Rpn11 block	MsrA inh	CSN deneddyl inh	LMPTP block	DNMT1 inh	STEP inh	NadD block
O=C(O)c1ccc([N+](=O)[O-])cc1-c1cc([N+](=O)[O-])ccc1C(=O)O	-0.1	1	-18	i	1.1	2	-1.7	4	1	2
CCCC(=O)NCc1nc2ccccc2n1CC(=O)c1ccccc1	-0.5	-7	3	i	-1.5	-1	-0.1	-1	-1	-7
COc1ccc(N(CC(=O)Nc2c(C)n(C)n(-c3ccccc3)c2=O)S(=O)(=O)c2ccc(C)cc2)cc1	-1.6	7	1	i	-0.9	-7	-1.3	-3	-1	9
Cc1cccc(CSc2ccc3nnc(-c4cccnc4)n3n2)c1	-0.3	-6	-5	i	1.1	-2	-1.9	1	-1	-1
Cn1c(N)c(C(=O)COC(=O)/C=C/c2ccc(F)cc2)c(=O)n(C)c1=O	0.0	-8	-8	i	0.6	-1	-0.7	1	2	-4
Cc1cccc(Cc2nnc(CCC(=O)NCc3cn4ccccc4n3)o2)c1	-0.2	-3	3	i	1.5	7	0.3	4	-1	-6
CCOC(=O)c1cccc(NC(=O)CCNS(=O)(=O)c2cccc3nonc23)c1	-0.2	-1	-27	i	0.4	5	-1.2	-1	-2	-9
Cc1ccc(-c2ccc(=O)n(CC(=O)NCCCN3CCCCC3C)n2)cc1 (stereo not drawn)	-0.2	2	-4	i	2.2	0	0.6	1	-5	-3
COc1ccccc1NC(=O)Cc1csc(N)n1	-0.6	-7	1	i	0.4	7	-1.8	-1	-4	2
CCOc1ccc(N(CC(=O)N/N=C/c2cccnc2)S(C)(=O)=O)cc1	-0.4	-8	-4	i	-0.5	-5	0.4	4	1	7
O=[N+]([O-])c1ccccc1CS(=O)(=O)c1ccccc1	-0.2	7	-16	i	0.4	4	-1.2	3	-2	-5
COc1ccccc1NS(=O)(=O)c1cccc(C(=O)OCC(=O)NC2CC2)c1	-0.1	-3	4	i	-0.9	4	-1.8	1	-1	5
Cc1ccccc1-c1cc(C(=O)NCc2ccc(OC(F)(F)F)cc2)n(CC2CC(c3cccnc3)=NO2)n1 (stereo not drawn)	-0.8	15	-18	i	-0.9	-4	4.4	-10	1	4
CN(C(=O)COC(=O)c1cccc(S(=O)(=O)N2CCOCC2)c1)C1CCS(=O)(=O)C1 (stereo not drawn)	-0.3	4	2	i	/	-2	-0.3	2	-1	-4
COc1cc2ccccc2cc1C(=O)N(CCN(C)C)c1nc2c(C)cccc2s1	0.0	3	-3	i	0.2	3	0.8	4	-2	2
COc1ccccc1NC(=O)CSc1sc2c(O)cc(=O)[nH]c2c1C#N	0.7	77*	13	i	0.2	14	22	10	8	10
CCN1C(=NCCc2cccnc2)N[C@@H](c2ccccc2)[C@H](C(=O)OC)[C@H]1C	0.6	42	-4	i	/	-6	-1.9	0	-1	3
CCC1CC(C)(C(=O)Nc2ccc(S(N)(=O)=O)cc2)OC1=O (stereo not drawn)	-1.4	-10	0	i	0.0	2	-1.5	2	2	8
CC(C)Oc1ccc(S(=O)(=O)N2CCOCC2)cc1NC(=O)c1cc([N+](=O)[O-])ccc1N1CCOCC1	0.3	-4	-23	i	1.0	-3	-0.3	-4	0	-4
Cc1ccc(C)c(/C(O)=C2/C(=O)C(=O)N(CCN3CCOCC3)C2c2ccc(C)o2)c1 (stereo not drawn)	-0.2	1	2	i	2.3	0	-1.7	-4	-9	7
CCCCN(C(=O)C1CCCC1)c1c(N)n(CCC)c(=O)[nH]c1=O	-0.5	1	4	i	1.1	2	-1.9	0	-2	-3
COC(=O)C1CCN(C(=O)C23CCC(C)(C(=O)O2)C3(C)C)CC1 (stereo not drawn)	-0.3	2	-1	i	0.1	0	-0.1	0	4	2
CCOC(=O)C1CCCN(S(=O)(=O)c2c(C)c(C)cc(C)c2C)C1 (stereo not drawn)	-2.8	-10	2	i	1.6	3	0.8	2	3	-6
COc1ccc(OC)c(NC(=O)c2nc3ccccc3s2)c1	-0.6	-5	2	i	-1.7	0	1.3	2	-1	-4
COc1cc(/C=N/Nc2ncc(C(F)(F)F)cc2Cl)cc(OC)c1OC	-0.8	-1	-7	i	2.9	-5	0.6	0	2	-4
